# Source: PubChem BioAssay
# MMP13 inh: human MMP13 inhibitors, primary screen, biochemical, FRET peptide cleavage | inhibition, % at 4 µM | AID 570, 2006 | actives 0.07% (n = 65,000) | Collagenase 3 (Homo sapiens), P45452 | MMP-13 fTHP FRET cleavage, Mca fluorescence;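 active = inhibition above the mean of compound-free control plate wells plus 3 SD, cut at about 14% in these data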;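 also: 0% = DMSO wells and 100% = wells with reference MMP-13 inhibitor after basal subtraction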
# tolC growth inh: growth inhibitors of E. coli tolC mutant, primary screen, strain BW25113 ΔtolC::kan, 384-well; growth inhibition, % at 10 µM (by protocol); actives 2.2% (n = 65,000); AID 573, 2007; OD615;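 active = growth inhibition at or above a cutoff equal to the mean over every tested compound plus 3 SD, cut at about 60% in these data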;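 also: growth measured after 20 h incubation at 37 °C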
#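 signal = optical density read at 615 nm | test system = E. coli ΔtolC::kan strain BW25113 | timing = 20 h compound exposure of bacteria at 37 °C | buffer or medium = LB medium plus 50 µg/mL kanamycin | compound dosing = 10 µM final, single dose | evaluation = % inhibition of E. coli growth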
# HTR1E agonist: 5-HT1E receptor agonists, primary screen, cell-based, HTS; 5-hydroxytryptamine receptor 1E (Homo sapiens), P28566; CHO 5-HT1E Ga15 NFAT-bla reporter, FRET; 0% DMSO wells, 100% control agonist wells; activation, % at 6 µM; actives 0.69% (n = 65,000); AID 574, 2007;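 active = activation above a set limit, the screen-wide mean activation plus 3 SD, cut at about 8.5% in these data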;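 also: 100% = positive control agonist at 1 µM giving full maximal response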
# 5HT1a ag: human 5-HT1a receptor agonists, primary screen, cell-based, CHO, Ga15 NFAT-bla reporter. actives 0.56% (n = 65,000). AID 567, 2006. activation, % at 10 µM. CHO 5-HT1a Ga15 NFAT-bla reporter, FRET ratio; 0% basal, 100% maximal reference agonist;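 active = activation above the screen-wide mean activation plus 3 SD, cut at about 19% in these data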;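 also: 0% = DMSO wells and 100% = 5-CT at EC100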
# 5HT1E antag: 5-HT1E receptor antagonists, primary screen, cell-based, HTS | 5-hydroxytryptamine receptor 1E (Homo sapiens), P28566 | CHO 5-HT1E Ga15 NFAT-bla reporter, FRET, antagonist | inhibition, % at 6 µM | actives 0.99% (n = 65,000) | AID 571, 2007;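 active = inhibition above a set limit, the mean inhibition across every tested compound plus 3 SD, cut at about 29% in these data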;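 also: signal is the 460 over 535 nm emission ratio of beta-lactamase substrate; 0% = agonist plus DMSO wells and 100% = wells without agonist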
# SF1 activator: activators of human SF-1, primary screen, cell-based, CHO-K1, Gal4-SF-1 LBD, luciferase luminescence; Steroidogenic factor 1 (Homo sapiens), Q13285; CHO-K1 Gal4-SF-1 LBD luciferase reporter; % increase over DMSO SF-1-specific signal; activation, % at 10 µM; actives 1.9% (n = 65,000);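 active = activation above the mean activation of all tested compounds plus 3 SD, cut at about 50% in these data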
# Target sequence (Q13285 whole entry, looked up, the tested form may be a part): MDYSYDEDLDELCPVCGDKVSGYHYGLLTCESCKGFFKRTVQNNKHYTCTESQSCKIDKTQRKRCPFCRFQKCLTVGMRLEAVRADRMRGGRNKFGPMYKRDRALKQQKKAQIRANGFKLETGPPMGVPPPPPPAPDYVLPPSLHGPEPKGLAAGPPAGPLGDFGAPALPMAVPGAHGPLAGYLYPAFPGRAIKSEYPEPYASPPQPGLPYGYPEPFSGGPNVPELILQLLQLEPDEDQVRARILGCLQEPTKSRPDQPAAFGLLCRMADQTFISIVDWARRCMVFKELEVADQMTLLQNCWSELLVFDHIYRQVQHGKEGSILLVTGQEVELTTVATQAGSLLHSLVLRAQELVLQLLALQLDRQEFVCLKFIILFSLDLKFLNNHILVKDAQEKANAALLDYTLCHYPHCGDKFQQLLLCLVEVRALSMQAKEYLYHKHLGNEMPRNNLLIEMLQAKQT
#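 Assay system: CHO-K1 cells co-transfected with Gal4 DBD–human SF-1 LBD, 5xGal4 luciferase reporter / Input: 4,000 cells per well / Incubation: 20 h compound exposure at 37 °C after 1 h cell settling / Detection: SteadyLite luciferase luminescence / Control set: DMSO negative control and −SF1 background wells / Replication: one test per compound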
# 5-HT1A blocker: human 5-HT1a receptor antagonists, primary screen, cell-based, CHO, Ga15 NFAT-bla reporter | CHO 5-HT1a Ga15 NFAT-bla reporter, antagonist mode | inhibition, % at 10 µM | actives 0.68% (n = 62,000) | AID 612, 2007;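 active = inhibition above the mean of all tested compounds plus 3 SD, cut at about 43% in these data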;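 also: receptor stimulated by 5-CT agonist at 100 nM near EC80; beta-lactamase reporter measured by ratiometric fluorescence of a cleavable substrate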
# RORa activator: activators of orphan receptor RORA, primary screen, cell-based, luminescence | Nuclear receptor ROR-alpha (Homo sapiens), P35398 | CHO-K1 Gal4-RORA LBD luciferase reporter; percent increase over mock-subtracted basal signal | activation, % at 10 µM | actives 1.5% (n = 65,000);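 active = activation above the mean of all tested compounds plus 3 SD, cut at about 49% in these data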;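 also: 0% = DMSO-treated RORA cells and 100% = added signal equal to DMSO minus mock-transfected cells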
# Target sequence (P35398 whole entry, looked up, the tested form may be a part): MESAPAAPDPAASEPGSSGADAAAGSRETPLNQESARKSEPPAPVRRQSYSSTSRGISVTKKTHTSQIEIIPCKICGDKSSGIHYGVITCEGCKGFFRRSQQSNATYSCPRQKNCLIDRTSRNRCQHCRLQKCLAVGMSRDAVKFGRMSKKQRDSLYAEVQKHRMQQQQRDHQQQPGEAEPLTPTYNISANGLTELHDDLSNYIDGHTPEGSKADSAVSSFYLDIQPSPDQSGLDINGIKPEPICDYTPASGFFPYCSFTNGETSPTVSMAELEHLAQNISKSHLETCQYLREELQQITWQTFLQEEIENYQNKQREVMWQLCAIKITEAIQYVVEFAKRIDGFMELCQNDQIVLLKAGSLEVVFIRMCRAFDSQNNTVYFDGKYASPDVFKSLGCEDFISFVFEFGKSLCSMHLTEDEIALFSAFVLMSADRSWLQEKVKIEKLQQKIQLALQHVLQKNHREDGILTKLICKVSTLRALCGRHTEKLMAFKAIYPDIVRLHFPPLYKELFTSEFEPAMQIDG
# NADH coupling: inhibitors of PK/LDH coupling enzymes, profiling panel, artefact control, biochemical, MLSMR library; coupled PK/LDH NADH assays, four targets; IC50, µM (doses to about 10 µM), without a hit: top-dose inhibition; actives 0.02% (n = 65,000); AID 774, 2007;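 active = single-dose screening hits from any of four coupled enzyme assays that gave an IC50 when retested across doses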;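 also: the DPM-DC format reads NADH fluorescence rather than 340 nm absorbance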
# * marks the source's active call; other numbers are inactive results; . = no result given; [ ] = another dose, or the depositor's remark.
1. O=c1[nH]c(N2CCc3ccccc3C2)nc2c1CCCC2
2. Cc1ccccc1CS(=O)(=O)Cc1ccc(C(=O)NCc2ccco2)o1
3. CN1C(=O)c2cccc3c(S(=O)(=O)Nc4ccccn4)ccc1c23
4. O=C(CN1CCCC1=O)NC1(C(F)(F)F)NC(=O)N(Cc2ccccc2)C1=O (centres undefined)
5. CCCCCCNc1cc2n(c(=O)n1)CCc1cc(OC)c(OC)cc1-2
6. COc1ccc(C(c2nnnn2C(C)(C)C)N2CCN(c3nc4ccccc4s3)CC2)cc1 (centres undefined)
7. O=C(Cn1c(=O)oc2cc(S(=O)(=O)N3CCCCCC3)ccc21)NC1CCCCC1
8. Cn1c(=O)c2c(nc(NC3CCCCC3)n2CC(=O)C23CC4CC(CC(C4)C2)C3)n(C)c1=O
9. CN1C(=O)C2CN(CCc3ccccc3)CNC2N(C)C1=O (centres undefined)
10. CCC12CN3CC(CC)(CN(C1)C3c1ccccc1Cl)C2O (centres undefined)

compound no.	1	2	3	4	5	6	7	8	9	10
MMP13 inh	4	-10	4	5	-32	4	2	-1	-15	-3
tolC growth inh	0	-22	5	-7	21	2	0	-9	-30	-17
HTR1E agonist	-0.6	0.0	-0.6	-2.1	0.4	0.3	-0.1	0.7	-0.7	0.9
5HT1a ag	-2.6	-1.7	-4.0	-2.5	1.3	-0.8	-2.0	-2.4	-1.3	0.1
5HT1E antag	3	10	-1	13	39*	-3	13	-6	-4	-5
SF1 activator	-3	-13	-32	-9	-2	4	2	-11	-4	9
5-HT1A blocker	-14	-6	3	10	0	31	-4	-6	-11	-14
RORa activator	10	-11	-30	8	14	4	15	24	-14	-6
NADH coupling	5%	8%	6%	5%	8%[fluoresces]	4%	7%	8%	6%	6%

11. c1ccc(-c2ccccc2-c2nc(-c3cccnc3)no2)cc1
12. Cc1cc(NS(=O)(=O)c2ccc(NC(=O)C(C)N3C(=O)c4ccccc4C3=O)cc2)nc(C)n1 (centres undefined)
13. Cc1nnc2n(Cc3ccccc3)c(=O)c3c4c(sc3n12)COC(C(C)C)C4 (centres undefined)
14. Cc1cc(C)c2c3c(c(-c4ccccc4)n2n1)c(=O)n(C)c(=O)n3C
15. Cc1ccc2c(c1)NCC(C(=O)NC1CCC(C)CC1)O2 (centres undefined)
16. CCOC(=O)c1cc(-c2nnc(-c3cc(OC)c(OC)c(OC)c3)o2)c(C)nc1C
17. Fc1ccccc1N1CCN(C(c2cccs2)c2nnnn2CCc2ccccc2)CC1 (centres undefined)
18. COC(=O)c1c(NC(=O)CCN2CCOCC2)sc2c1CCCC2
19. COc1ccc(NC(=O)C2CCCN(S(=O)(=O)c3c(C)n[nH]c3C)C2)c(OC)c1 (centres undefined)
20. O=C(NCc1ccncc1)c1cccc(F)c1

compound no.	11	12	13	14	15	16	17	18	19	20
MMP13 inh	5	4	-8	-1	0	3	5	-3	1	0
tolC growth inh	98*	-13	1	7	-2	-11	13	3	-9	-12
HTR1E agonist	-0.3	-1.5	0.1	0.6	-0.9	-0.9	-0.9	1.9	-0.6	0.2
5HT1a ag	-3.8	-2.8	4.7	0.8	-2.4	1.1	-3.9	0.2	-0.8	-2.9
5HT1E antag	11	6	-7	-6	12	-10	20	9	4	-2
SF1 activator	0	5	4	-10	42	-11	-8	-2	0	3
5-HT1A blocker	3	5	.	14	6	-2	57*	-9	-13	-1
RORa activator	-10	-21	0	-9	37	6	-16	-5	-13	-6
NADH coupling	3%	0%	2%	0%	4%	0%	4%	5%	4%	1%

21. COC(=O)c1ccc2c(=O)n(CCCCCC(=O)N3CCN(c4ccccc4)CC3)c(=O)[nH]c2c1
22. O=C(O)c1ccc(S(=O)(=O)NC2CCCc3ccccc32)cc1 (centres undefined)
23. COc1cc(-c2nn3c(-c4ccco4)nnc3s2)cc(OC)c1OC
24. N#CC1=C2SCN(c3ccccc3)CN2C(=O)CC1c1cccs1 (centres undefined)
25. COC(=O)C1=C(C)NC2=C(C(=O)CC(C)(C)C2)C1c1cccc(C)n1 (centres undefined)
26. COc1ccc(CC(=O)n2nc(-c3cccnc3)nc2N)cc1
27. CCOc1ccc(NC(=O)CC2NCCNC2=O)cc1 (centres undefined)
28. CCC(=O)N1CCc2cc(Br)cc(S(=O)(=O)NCCN3CCOCC3)c21
29. COC(=O)c1ccc(C2/C(=C(\O)c3ccc(OC)c(C)c3)C(=O)C(=O)N2c2cc(C)on2)cc1 (centres undefined)
30. COC(=O)c1ccccc1NC(=O)NC1CCN(Cc2ccccc2)CC1

compound no.	21	22	23	24	25	26	27	28	29	30
MMP13 inh	0	2	5	0	-27	4	-3	3	0	-10
tolC growth inh	8	4	9	-13	-7	-10	-12	-2	-4	-2
HTR1E agonist	-0.3	0.0	-1.1	1.5	0.9	0.2	-0.6	0.1	0.0	1.2
5HT1a ag	0.7	-3.8	-0.5	-1.3	3.1	-4.9	-3.2	-0.9	-0.6	-2.5
5HT1E antag	-5	-4	-2	-3	0	-19	3	-1	0	5
SF1 activator	-15	-3	-4	-3	-6	4	-10	-2	1	9
5-HT1A blocker	-20	2	.	0	5	10	-2	6	.	11
RORa activator	-8	-9	10	4	-7	-15	0	-25	-14	-8
NADH coupling	5%	6%	4%	4%	0%[fluoresces]	8%	2%	10%	4%	10%

# The final 2 entries of the section above come first, to join the parts.
29. COC(=O)c1ccc(C2/C(=C(\O)c3ccc(OC)c(C)c3)C(=O)C(=O)N2c2cc(C)on2)cc1 (centres undefined)
30. COC(=O)c1ccccc1NC(=O)NC1CCN(Cc2ccccc2)CC1
31. CCOC(=O)c1cccc(NC(=O)c2cccs2)c1
32. CCN(CC)CCn1c2ccccc2c2nc(C)sc21
33. Cn1c(SCc2nc3ccccc3n2CCO)nc2ccccc21
34. CCOC(=O)N1CCC(NC(=O)CN2C(=O)COc3ccc(C(C)(C)C)cc32)CC1
35. CC(=O)N1CCc2cc(S(=O)(=O)CCC(=O)N3CCN(C(=O)c4ccco4)CC3)ccc21
36. CCN(CC)CCCN(C(=O)c1cccs1)c1nc(-c2ccc(OC)cc2)cs1
37. O=C(Nc1ccccc1N1CCN(c2ccccc2)CC1)C1CCCCC1
38. COc1ccccc1CN(CC(=O)NCc1ccco1)C(=O)CNS(=O)(=O)c1ccc(C)cc1
39. CCOC(=O)c1c(C)n(OCc2ccccc2)c2ccc3nonc3c12
40. Cn1c(=O)c2c(nc(CN3CCN(C(=O)c4ccco4)CC3)n2CCCc2ccccc2)n(C)c1=O

compound no.	29	30	31	32	33	34	35	36	37	38	39	40
MMP13 inh	0	-10	2	2	-2	4	-7	-4	-1	0	-50[fluorescence artefact?]	17*
tolC growth inh	-4	-2	13	1	1	3	8	20	18	17	-2	8
HTR1E agonist	0.0	1.2	0.4	1.0	0.0	0.1	-0.4	0.3	-0.5	0.1	0.6	1.3
5HT1a ag	-0.6	-2.5	-2.3	0.1	-2.2	-0.2	-1.1	0.1	0.0	2.5	1.2	3.3
5HT1E antag	0	5	15	-11	6	-7	31*	-6	5	-6	10	-8
SF1 activator	1	9	29	13	-1	2	18	-1	-25	-1	-3	-4
5-HT1A blocker	.	11	17	1	7	-10	2	14	3	-4	0	-3
RORa activator	-14	-8	27	28	-10	-2	-4	26	-3	-7	-6	-12
NADH coupling	4%	10%	5%	4%	5%	9%	2%	8%	3%	1%	6%[fluoresces]	0%

# Full records, looked up by structure.
# `COc1cc(-c2nn3c(-c4ccco4)nnc3s2)cc(OC)c1OC` is listed as MMP13 inh = 5; tolC growth inh = 9; HTR1E agonist = -1.1; 5HT1a ag = -0.5; 5HT1E antag = -2; SF1 activator = -4; 5-HT1A blocker = .; RORa activator = 10; NADH coupling = 4%
# `CCC(=O)N1CCc2cc(Br)cc(S(=O)(=O)NCCN3CCOCC3)c21` is listed as MMP13 inh = 3; tolC growth inh = -2; HTR1E agonist = 0.1; 5HT1a ag = -0.9; 5HT1E antag = -1; SF1 activator = -2; 5-HT1A blocker = 6; RORa activator = -25; NADH coupling = 10%

# More structures follow:
41. Cc1ccccc1-c1nc(CN2CCCC(C(=O)NCCCN3CCOCC3)C2)c(C)o1 (centres undefined)
42. Cn1c(SCC(N)=O)nnc1C1CCN(S(=O)(=O)c2ccccc2C(F)(F)F)CC1
43. CCC(CC)C(=O)N(c1ccc(F)cc1)C1C=CS(=O)(=O)C1 (centres undefined)
44. CCn1c(SCC(=O)Nc2nc3ccc(C)cc3s2)nc2c(c1=O)SC(C)C2 (centres undefined)
45. COc1ccc(NC(=O)c2cnc(C)cn2)c2ncccc12
46. CC(=O)c1c(C)nc2ccccc2c1N
47. O=C(O)Cc1ccc(NC(=O)C2CCCCC2C(=O)O)cc1 (centres undefined)
48. Cn1cc(Br)cc2nc(C(F)(F)F)nc1-2
49. COc1cccc(C2/C(=C(/O)c3ccc(C)cc3)C(=O)C(=O)N2Cc2ccco2)c1 (centres undefined)
50. CCN(CC)S(=O)(=O)c1ccc(/C(O)=C(\C#N)c2nc3ccccc3n2C)cc1
51. Cc1cc(C(=O)CSc2nc3ccc(Cl)cc3[nH]2)c(C)n1C
52. COCCn1c(-c2ccc(OC)cc2)cnc1SCC(=O)Nc1cc(C)on1
53. CCc1nnc2c3cnn(-c4ccc(C)c(C)c4)c3ncn12

compound no.	41	42	43	44	45	46	47	48	49	50	51	52	53
MMP13 inh	-1	6	2	3	-4	-2	2	1	-2	5	-1	2	1
tolC growth inh	-9	-1	-19	37	-16	-8	-4	4	77*	3	12	-11	.
HTR1E agonist	0.6	-1.1	0.9	-0.5	0.6	0.1	-0.4	-0.7	0.1	0.0	-0.2	-0.3	-0.7
5HT1a ag	-2.4	0.3	-1.5	0.6	-2.0	-1.2	1.6	0.4	0.0	15	0.3	-1.8	0.1
5HT1E antag	0	7	0	8	-3	-6	-5	-1	-8	39*	-2	10	1
SF1 activator	27	6	-6	-19	0	8	-9	0	-2	-15	8	0	58*
5-HT1A blocker	-4	3	-10	-16	3	-5	-6	.	.	-23	6	0	-5
RORa activator	-2	-5	-2	-28	-17	-5	10	-6	-6	2	-18	-5	57*
NADH coupling	7%	2%	9%	6%	8%	4%	10%	6%	9%	9%	7%	10%	.
